Assay outcomes: PubChem, NMMLSC
CIT2 TOR yeast: modulators of CIT2-GFP expression in yeast, primary screen, S. cerevisiae, GFP fusion, multiplex flow cytometry, MLPCN library | GFP response vs DMSO, % at 10 µM | S. cerevisiae CIT2-GFP strain, 3 h; 100 means same as DMSO wells | 0.065% of 320,000 active | AID 2029, 2009;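 active = GFP response relative to DMSO above a set limit, near the screen mean plus 3 SD, cut at about 150% in these data; inconclusive = Fewer than 70 cells measured for a yeast strain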;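 note: ratio of well median GFP fluorescence to mean of DMSO wells on the plate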
MEP2-GFP yeast: modulators of MEP2-GFP levels in yeast, primary screen, S. cerevisiae, multiplex flow cytometry, MLPCN library | S. cerevisiae MEP2-GFP strain, 3 h; 100% = DMSO control level | AID 2016, 2009 | 0.51% of 330,000 active | GFP response vs DMSO, % at 10 µM;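 active = GFP response versus DMSO above a set limit, roughly screen mean plus 3 SD, cut at about 180% in these data; inconclusive = fewer than 70 cells counted for a yeast strain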;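 note: median GFP fluorescence of the barcode-gated MEP2-GFP cells per well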
AGP1 TOR yeast: modulators of AGP1-GFP expression in yeast TOR pathway, primary screen, cell-based, multiplex flow cytometry, S. cerevisiae, MLPCN library. 3 h; GFP as percent of DMSO wells. 0.02% of 320,000 active. AID 2066, 2009. GFP response vs DMSO, % at 10 µM;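 active = GFP response relative to DMSO above a set limit, near screen average plus 3 SD, cut at about 150% in these data; inconclusive = fewer than 70 cells counted for the yeast strain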;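 note: median GFP channel fluorescence of the gated AGP1 strain per well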
Yeast superoxide: reduction of superoxide in aged yeast, primary screen, HTS. 0.18% of 330,000 active. S. cerevisiae aged cells, superoxide DHE fluorescence; hits give low values. superoxide response (% of plate mean), % at 10 µM;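 active = superoxide response under a set limit, about three screen SD below normal, cut at about 65% in these data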;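 note: yeast aged for seven days with compound at 30 °C before DHE staining; 100% = average MFI of all compound-treated wells on the plate with controls excluded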
GRK2 inh: compounds blocking aptamer binding on GRK2 – biochemical, human GRK2, bead flow cytometry, HTS, primary screen; Beta-adrenergic receptor kinase 1 (Homo sapiens), P25098; FAM-aptamer displacement from GRK2; inhibition of aptamer binding, % at 10 µM; 0.59% of 330,000 active;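 active = inhibition of aptamer binding above 40%, roughly 3 SD of noise, on plates passing a quality check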;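 note: median bead fluorescence of bound FAM aptamer so fluorescent compounds give negative values; no value below 0 was filed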
Target sequence (P25098 whole entry, looked up): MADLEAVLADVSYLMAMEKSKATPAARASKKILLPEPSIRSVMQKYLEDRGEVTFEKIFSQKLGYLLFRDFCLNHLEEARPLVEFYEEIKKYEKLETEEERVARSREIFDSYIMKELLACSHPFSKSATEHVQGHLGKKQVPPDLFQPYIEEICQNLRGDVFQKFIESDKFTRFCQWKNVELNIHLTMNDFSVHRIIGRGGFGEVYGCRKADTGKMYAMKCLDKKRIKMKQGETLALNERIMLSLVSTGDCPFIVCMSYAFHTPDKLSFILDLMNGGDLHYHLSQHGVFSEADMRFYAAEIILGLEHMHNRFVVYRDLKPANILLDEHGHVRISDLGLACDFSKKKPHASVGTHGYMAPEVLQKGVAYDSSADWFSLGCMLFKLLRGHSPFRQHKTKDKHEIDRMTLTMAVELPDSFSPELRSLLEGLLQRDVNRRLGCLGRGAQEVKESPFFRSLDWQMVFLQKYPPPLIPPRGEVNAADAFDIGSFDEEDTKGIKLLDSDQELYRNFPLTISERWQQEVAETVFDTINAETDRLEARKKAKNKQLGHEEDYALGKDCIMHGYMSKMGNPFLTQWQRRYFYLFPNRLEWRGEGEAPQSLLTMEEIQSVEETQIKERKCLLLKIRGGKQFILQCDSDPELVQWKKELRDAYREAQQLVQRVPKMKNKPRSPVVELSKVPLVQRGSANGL
RPL19A TOR yeast: RPL19A-GFP expression modulators in yeast, primary screen, cell-based, S. cerevisiae, multiplex flow cytometry, MLPCN; S. cerevisiae RPL19A-GFP strain, 3 h; hits give low values; percent response vs DMSO, % at 10 µM; 0.3% of 330,000 active;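 active = percent response vs DMSO below 50%; inconclusive = fewer than 70 events counted for the yeast strain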;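 note: median channel GFP fluorescence of the barcoded RPL19A-GFP strain; ratio of sample median GFP to plate DMSO average so 100% = DMSO; lower means less RPL19A-GFP as with rapamycin TOR inhibition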
VLA-4 inh: inhibition in human VLA-4 binding assay, primary screen, VLA-4 allosteric modulator project, MLPCN library, flow cytometry, VLA-4 expressing cells | 0.2% of 330,000 active | inhibition, % (about 7 µM as worked out from the volumes in the protocol) | ligand binding flow cytometry | Integrin alpha-4 (Homo sapiens), P13612; in the data active = inhibition above about 50%
LAP4 TOR yeast: modulators of LAP4-GFP expression in yeast, primary screen, S. cerevisiae, multiplex flow cytometry, MLPCN library; 3 h; median GFP as percent of DMSO wells; 0.34% of 320,000 active; GFP response vs DMSO, % at 10 µM;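 active = GFP response vs DMSO above a set limit, about the screen mean plus 3 SD, cut at about 150% in these data; inconclusive = under 70 cell events counted for the yeast strain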
* hit, by the source's call; ? = inconclusive; . = no result given; [ ] = dose if it differs, or a comment. Hits appear at their usual frequency, and some 1.7% of all compounds hit somewhere here.

A first look (5 entries):
SMILES	CIT2 TOR yeast	MEP2-GFP yeast	AGP1 TOR yeast	Yeast superoxide	GRK2 inh	RPL19A TOR yeast	VLA-4 inh	LAP4 TOR yeast
COc1ccc(/C=N/OCC(=O)NCc2cccs2)c(OC)c1	104	98	102	98	2	106	11	92
CC(=O)Nc1ccc2c(c1)n(C)c(=O)n2C	112	100	112	86	17	101	4	97
CCOC(=O)c1c(CS(=O)(=O)c2ccccc2)n(C)c2cc(Br)c(O)c(CN(C)C)c12	97	99	100	99	2	94	3	100
CC(=O)Nc1ccc(Nc2nc(-c3sc(C)nc3C)cs2)cc1	113	107	107	104	1	104	1	88
COCc1cc(C)nc(SCC[N+](C)(C)CC(=O)Nc2ccccc2)c1C#N	98	101	107	117	0	106	-5	100

Main list, repeating the preview:
SMILES	CIT2 TOR yeast	MEP2-GFP yeast	AGP1 TOR yeast	Yeast superoxide	GRK2 inh	RPL19A TOR yeast	VLA-4 inh	LAP4 TOR yeast
COc1ccc(/C=N/OCC(=O)NCc2cccs2)c(OC)c1	104	98	102	98	2	106	11	92
CC(=O)Nc1ccc2c(c1)n(C)c(=O)n2C	112	100	112	86	17	101	4	97
CCOC(=O)c1c(CS(=O)(=O)c2ccccc2)n(C)c2cc(Br)c(O)c(CN(C)C)c12	97	99	100	99	2	94	3	100
CC(=O)Nc1ccc(Nc2nc(-c3sc(C)nc3C)cs2)cc1	113	107	107	104	1	104	1	88
COCc1cc(C)nc(SCC[N+](C)(C)CC(=O)Nc2ccccc2)c1C#N	98	101	107	117	0	106	-5	100
Cc1cc(NC(=O)CSc2nccn2-c2cccc(C)c2C)no1	94	95	95	111	0	93	9	96
CCCCC(=O)Nc1cccc(-c2cn3ccccc3n2)c1	101	100	99	98	0	96	15	99
C=CCCN(C(C(=O)OC)C(C)C)S(=O)(=O)c1ccccc1Br (stereo not drawn)	98	95	89	93	0	106	13	128
Cc1nc2nc(SCC(=O)Nc3cccc(F)c3)[nH]c2cc1Br	107	105	97	109	6	99	40	92
CCCn1nnnc1NCc1ccc(OC)cc1	98	95	95	83	1	97	19	88
COc1ccc(Cc2nnc(NC(=O)Nc3ccccc3OC)s2)cc1	105	107	102	104	1	107	13	93
O=C(O)CC1SC(=Nc2ccccc2)N(c2ccccc2)C1=O (stereo not drawn)	105	106	103	93	2	99	9	102
CC(C)(C)c1ccc(-c2cnco2)cc1	87	?	?	94	0	64	6	92
O=C(NC1(Cc2ccccc2)CCN(Cc2ccc(-c3ccccc3)cc2)C1=O)c1ccccc1 (stereo not drawn)	83	86	90	95	2	95	-9	108
COc1cccc(OC)c1OCCNCC1COc2ccccc2O1 (stereo not drawn)	86	103	90	101	0	101	3	108
CCOC(=O)Cn1cc(C(=O)C(C)(C)C)c2ccccc21	103	102	95	115	2	106	-6	100
CC(C)Cc1nc2oc3c(=O)[nH]cnc3c2c2c1CCC2	109	101	106	95	93*	101	3	93
Cc1nn(-c2ccccc2)c(Cl)c1/C=C1\C(=O)N(C)C(=S)N1C	93	101	93	108	1	98	-5	103
CCC(C)(C)NC(=O)C(c1ccccn1)N(C(=O)c1csnn1)c1ccc(C)cc1 (stereo not drawn)	97	102	101	101	1	101	11	95
O=[N+]([O-])c1c(NCCO)cc(Sc2nc3ccccc3s2)c2nonc12	95	103	110	100	0	106	30	131
O=C(NCCc1ccc(F)cc1)N[C@@H](Cc1ccccc1)C(=O)O	98	99	98	106	2	100	17	92
Cc1ccc(C)c(Cn2cnc3c(nnn3-c3ccc(F)cc3)c2=O)c1	91	102	100	117	3	99	-1	106
CCOc1ccc2oc(C(=O)NCc3ccccc3CN3CCCC3)c(C)c2c1	104	103	105	105	0	102	4	102
CCN1CNC(=S)N(c2ccccc2C)C1	87	102	99	114	4	97	22	102
CCCCCC(=O)Nc1cccc(C2=NOC3(C2)C[C@H](C(N)=O)N(C(=O)CCCCC)C3)c1 (stereo partly drawn)	101	104	101	99	1	100	33	95
O=C1C(Cc2ccccc2)S/C(=N/N=C/c2ccco2)N1c1ccccc1 (stereo not drawn)	104	108	102	97	0	99	17	99
COC(=O)C1CCN(c2nc3ccccc3nc2C(C#N)C(=O)NCCc2ccccc2)CC1 (stereo not drawn)	98	98	91	102	3	92	-12	94
O=C(COC(=O)Cc1c(Cl)cccc1Cl)Nc1ccc(OC(F)(F)F)cc1	105	104	102	120	4	104	10	91
CN(C)C(=O)CN(c1ccc(F)c(Cl)c1)S(C)(=O)=O	97	98	103	90	3	96	4	95
C=CCOc1ccc(C2/C(=C(\O)c3ccc4c(c3)OCCO4)C(=O)C(=O)N2CCCN2CCOCC2)cc1 (stereo not drawn)	103	113	91	94	2	99	13	100
OCCC1CN(C/C(Cl)=C/c2ccccc2)CCN1C1CCCC1 (stereo not drawn)	100	104	103	93	0	99	-3	102
CC(NC(=O)c1ccccc1Br)C1CC2CCC1C2 (stereo not drawn)	81	94	89	87	0	96	0	103
Cc1onc(-c2ccccc2)c1CNC(=O)Nc1cccc(Cl)c1	100	98	102	107	2	98	19	104
Cc1cc(C(F)F)n2nc(C(=O)Nc3c(F)cc(F)cc3Br)nc2n1	102	105	102	92	0	96	9	97
O=C(NCCCn1ccnc1)/C(=C/c1ccco1)NC(=O)c1ccco1	100	105	108	86	3	98	-6	106
C[C@@H]1C=C(C(=O)N2CCN(C)CC2)O[C@H](OCc2ccc(CO)cc2)C1	109	98	91	102	4	94	5	129
Cc1cc(C)nc(/N=C(\NC(=O)C(C)(C)C)Nc2ccc(F)cc2)n1	?	470*[may fluoresce violet]	?	117	2	48*[may fluoresce violet]	-6	67[may fluoresce violet]
O=C(NCc1cccnc1)C1CC2c3ccccc3C1c1ccccc12 (stereo not drawn)	93	103	101	95	2	99	0	97
CNC(=S)N/N=C(\C)c1ccc(C(C)(C)C)cc1	81	89	87	122	1	92	25	97
O=C(CC(Nc1ccc(Cl)cc1Cl)C(=O)O)c1ccccc1 (stereo not drawn)	89	101	98	107	1	97	4	119
COc1ccc(NC(=O)CC2SC3=NCCN3C2=O)cc1 (stereo not drawn)	89	97	101	99	0	98	-1	107
O=c1[nH]c2c(s1)C(c1cccnc1)C1C3CCC(C3)C1S2 (stereo not drawn)	92	98	98	95	0	94	2	103
Cc1ccccc1-n1c(SCC(=O)c2c(N)n(C)c(=O)n(C)c2=O)nc2sc3c(c2c1=O)CCCC3	103	101	101	96	2	98	-8	95
O=C(Nc1ccc(Cl)cc1)NC1CCCCNC1=O (stereo not drawn)	93	94	99	97	0	96	-1	110
CCN(CC)S(=O)(=O)c1ccc(N2CCCC2)c(NC(=O)Cc2c(F)cccc2Cl)c1	102	99	107	100	2	109	2	102
Cc1ccc(/C=N/NC(=O)C2CCN(Cc3ccc(F)cc3Cl)CC2)o1	102	105	106	91	0	100	26	102
CN(C)S(=O)(=O)c1cccc(C(=O)OCC(=O)c2c(N)n(C)c(=O)n(C)c2=O)c1	102	97	99	93	2	106	13	99
COc1ccc(NC(=O)c2ccc3nc[nH]c3c2)c(OC)c1	97	99	98	104	0	95	4	103
Fc1cccc2sc(Nc3nnc(-c4ccco4)o3)nc12	?	133[may fluoresce violet]	?	93	1	63[may fluoresce violet]	-4	?
Cc1ccc(N(C)C(=O)C2CCN(S(=O)(=O)c3ccc4c(c3)oc(=O)n4C)CC2)cc1	94	92	99	99	1	99	-6	97
C(=C\c1ccncc1)/c1ccncc1	93	102	98	106	1	98	4	101
Cc1ccc(S[C@@H](CCN2CC[C@H](C)CCC2=O)c2ccccc2)cc1	81	87	83	107	3	94	8	119
CCC(C)(C)C1CCc2[nH]nc(C(=O)NN)c2C1 (stereo not drawn)	111	109	122	86	1	106	9	110
C/C(Cn1nc([N+](=O)[O-])cc1C)=N\NC(=O)COc1ccc(Cl)cc1Cl	86	109	96	55*	8	100	10	97
Cc1[nH]c2ccccc2c1C(=O)CN1CCSCC1	99	100	99	82	0	101	6	97
CCC(=O)NCCCCCCCCCNC(=O)CC	104	110	103	112	0	107	-1	108
COC(=O)c1ccc(C2c3c(oc4ccc(Cl)cc4c3=O)C(=O)N2CCN2CCOCC2)cc1 (stereo not drawn)	90	91	95	100	0	96	6	85
CCSc1nc2sc3c(c2c(=O)[nH]1)CCc1ccccc1-3	107	107	104	106	11	104	27	92
Cn1cc(C(=O)C(=O)N2CCCc3ccccc32)c2ccccc21	101	101	108	99	0	101	6	108
O=C(NCC1CC1)Nc1ccccc1F	107	139	102	105	0	104	6	110

Five entries from above, bar-delimited:
mol | CIT2 TOR yeast | MEP2-GFP yeast | AGP1 TOR yeast | Yeast superoxide | GRK2 inh | RPL19A TOR yeast | VLA-4 inh | LAP4 TOR yeast
O=C(NCc1cccnc1)C1CC2c3ccccc3C1c1ccccc12 (stereo not drawn) | 93 | 103 | 101 | 95 | 2 | 99 | 0 | 97
CNC(=S)N/N=C(\C)c1ccc(C(C)(C)C)cc1 | 81 | 89 | 87 | 122 | 1 | 92 | 25 | 97
O=C(CC(Nc1ccc(Cl)cc1Cl)C(=O)O)c1ccccc1 (stereo not drawn) | 89 | 101 | 98 | 107 | 1 | 97 | 4 | 119
COc1ccc(NC(=O)CC2SC3=NCCN3C2=O)cc1 (stereo not drawn) | 89 | 97 | 101 | 99 | 0 | 98 | -1 | 107
O=c1[nH]c2c(s1)C(c1cccnc1)C1C3CCC(C3)C1S2 (stereo not drawn) | 92 | 98 | 98 | 95 | 0 | 94 | 2 | 103

Next section
SMILES	CIT2 TOR yeast	MEP2-GFP yeast	AGP1 TOR yeast	Yeast superoxide	GRK2 inh	RPL19A TOR yeast	VLA-4 inh	LAP4 TOR yeast
Cc1ccc(OCC(=O)N2CCN(S(=O)(=O)c3ccccc3[N+](=O)[O-])CC2)cc1	93	100	100	96	3	99	11	101
O=C(Cn1cc([N+](=O)[O-])cn1)N1CCc2ccccc2C1	87	97	103	93	3	97	-2	109
COc1cc(/C=N/NC(=O)c2cc(-c3cccc(Br)c3)nc3ccccc23)cc(OC)c1O	103	97	108	93	.	99	-1	98
CC1(OC(=O)c2ccc(Cl)nc2)C(=O)C=C2C=C(c3ccsc3)OC=C2C1=O (stereo not drawn)	92	102	97	101	5	97	-14	94

Only AGP1 TOR yeast and LAP4 TOR yeast, for 4 of the compounds above:
mol | AGP1 TOR yeast | LAP4 TOR yeast
O=C(Cn1cc([N+](=O)[O-])cn1)N1CCc2ccccc2C1 | 103 | 109
Cc1ccc(OCC(=O)N2CCN(S(=O)(=O)c3ccccc3[N+](=O)[O-])CC2)cc1 | 100 | 101
COc1cc(/C=N/NC(=O)c2cc(-c3cccc(Br)c3)nc3ccccc23)cc(OC)c1O | 108 | 98
CC1(OC(=O)c2ccc(Cl)nc2)C(=O)C=C2C=C(c3ccsc3)OC=C2C1=O (stereo not drawn) | 97 | 94
